Screening data from PubChem.
Lamin A splicing = modulators of lamin A splicing; HeLa LMNA splicing GFP/RFP minigene ratio, 48 h; Potency, µM (series often up to 46.1 µM), inactives show at the top dose ratio change, negative = inhibition, usual class: inhibitors; 200,000 tested, 0.01% active; active = well fitted inhibition curve with a large enough effect in the signal ratio, with a control signal flat, not every such curve was filed as active; inconclusive = small, poorly fitted or top-dose-only effect, or effect the other way, or a change in a side signal; the % refers to the signal ratio; note: potency is the fitted concentration of half-maximal effect; % is set by controls: 0 for no effect and ±100 for the full control effect
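S3 HeLa stable clones carrying a lamin A-EGFP splicing minigene plus DsRed2 were seeded at 600 cells/well in Opti-MEM with 2% FBS, pin-dosed and incubated 48 h at 37°C. Acumen cytometry (488 nm) gave the GFP/RFP total-intensity ratio.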
Luc counter = blocks Kinase-Glo luciferase, a counter-screen artifact; Q27757; Kinase-Glo luciferase, ATP luminescence, 8 min; Potency, µM (series often up to 38.3 µM), for the others: top-dose activity change, negative = inhibition, most hits filed as inhibitors; 200,000 tested, 0.28% active; note: potency is the fitted concentration of half-maximal effect; % is set by controls: 0 for no effect and ±100 for the full control effect; nearly all actives have a fitted effect of over 60% in size
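Compound is pinned into ATP-containing buffer (10 uM ATP, imidazole pH 7.2, 7 mM MgCl2). Kinase-Glo luciferase reagent is then added. Light output is recorded following an 8-min room-temperature incubation.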
IMPase Li inh = membrane-permeable IMPase blocker, potentiated with lithium; CHO-M1 cells, IP1 TR-FRET (IP-One), carbachol + lithium; Potency, µM (titrated, usually from 59.4 µM), inactives show top-dose activity, negative = IMPase inhibition, hits mostly inhibitors; 210,000 tested, 0.35% active;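 note: IP1 builds up when IMPase is blocked and the TR-FRET signal falls; potency is the fitted concentration of half-maximal effect; plate controls were basal vehicle for no effect and high inhibitor control for full effect; nearly all actives have a fitted effect of over 50% in size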
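CHO cells stably expressing M1 receptor (2000/well, cultured 16–30 h) treated 30 min at 37C with compound plus low lithium. Cytosolic IP1 by TR-FRET (665/620 ratio and 620 channel) after 10 min lysis; AC50 by Hill fit.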
CBFb-RUNX1 inh = blocks binding between human CBF-beta and RUNX1; Q01196+Q13951; AlphaScreen CBFb-His/RUNX1-biotin binding, biochemical; Potency, µM (highest dose often 59.8 µM), for the others: top-dose activity, negative = inhibition, usual class: inhibitors; 230,000 tested, under 10 active; note: % of control where 0% means no effect
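CBF-beta (His) and RUNX1 (biotin), 30 nM each; 20 min preassociation; + compound, 15 min; + beads 50 ng each (Ni, streptavidin), 90 min; RT; AlphaScreen read.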
Epigenetic derep = regulators of epigenetic silencing causing reporter derepression in mouse cells. murine LDR cells, GFP reporter derepression, 30 h. Potency, µM (top dose mostly 53.9 µM), without a hit: at the highest dose GFP activation, most hits filed as activators. 280,000 tested, 0.2% active; note: potency is the fitted concentration of half-maximal effect; % of control where 0% means no effect; nearly all actives have a fitted effect of over 60% in size
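Murine LDR cells bearing a silenced CMV-driven GFP reporter were exposed to compound for 30 h at 37 C. After PBS washes, GFP-positive cells (20-120 um objects) counted by laser-scanning microplate cytometry.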
NPSR antagonist = antagonists of human neuropeptide S receptor cAMP signaling; Q6W5P4; CHO-NPSR cells, cAMP TR-FRET, antagonist mode; Potency, µM (doses to about 38.3 µM), for the others: at the top dose activity change, negative = inhibition, hits mostly inhibitors; 220,000 tested, 1% active; AID 1461; note: potency is the fitted concentration of half-maximal effect; % is set by controls: 0 for no effect and ±100 for the full control effect; nearly all actives have a fitted effect of over 50% in size; many of its hits are not listed in these tables
Target sequence (Q6W5P4 whole entry, looked up): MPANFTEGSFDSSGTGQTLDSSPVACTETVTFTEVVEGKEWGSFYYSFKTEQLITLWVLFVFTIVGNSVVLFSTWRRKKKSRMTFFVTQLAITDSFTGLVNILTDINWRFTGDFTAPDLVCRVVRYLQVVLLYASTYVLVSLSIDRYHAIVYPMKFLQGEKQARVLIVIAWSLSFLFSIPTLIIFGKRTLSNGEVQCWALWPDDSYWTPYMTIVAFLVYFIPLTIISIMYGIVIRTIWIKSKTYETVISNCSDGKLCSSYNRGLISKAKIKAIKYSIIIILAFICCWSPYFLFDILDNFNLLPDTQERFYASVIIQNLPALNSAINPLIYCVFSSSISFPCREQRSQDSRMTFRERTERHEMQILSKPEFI
aGal spleen mod = inhibits or activates alpha-galactosidase in human spleen homogenate; P06280; human spleen homogenate, 4MU-alpha-Gal fluorescence, 40 min; Potency, µM (top dose mostly 80 µM), for the others: at the highest dose activity change, negative = inhibition, actives largely listed as inhibitors; 240,000 tested, 0.008% active; AID 2107;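 note: potency is the fitted concentration of half-maximal effect; 0% = enzyme with vehicle and -100% = no enzyme basal signal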
Target sequence (P06280 32-429 limits assumed): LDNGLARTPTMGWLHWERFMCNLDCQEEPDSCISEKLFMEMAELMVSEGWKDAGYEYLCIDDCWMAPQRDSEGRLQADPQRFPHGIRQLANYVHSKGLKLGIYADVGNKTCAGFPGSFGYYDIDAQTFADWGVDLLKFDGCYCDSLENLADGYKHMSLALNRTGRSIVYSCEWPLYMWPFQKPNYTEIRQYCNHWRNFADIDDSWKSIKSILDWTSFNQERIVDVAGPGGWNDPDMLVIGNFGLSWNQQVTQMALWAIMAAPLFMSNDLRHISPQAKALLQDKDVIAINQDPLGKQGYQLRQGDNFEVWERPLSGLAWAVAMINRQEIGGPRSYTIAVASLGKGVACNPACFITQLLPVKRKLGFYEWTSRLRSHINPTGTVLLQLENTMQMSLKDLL
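Fluorogenic readout (Ex 365/Em 440 nm) of 4-methylumbelliferone released from 1 mM 4-MU-alpha-galactoside by spleen homogenate, 40 min at 37C, pH 5.0. Data normalized to no-enzyme and enzyme controls; Hill-equation AC50 from compound titrations.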
An asterisk follows results filed as active; ? = inconclusive; nt = not tested or not shown; & = joins results of further samples; [ ] = another dose, or the depositor's remark. Unless noted, calls come from the whole dose curve; as a rule, active = well fitted curve in the direction sought with a large enough effect; inconclusive = small, poorly fitted or top-dose-only effect, or another doubt; inactive = no such curve, though single readings can be large; an effect the other way counts as inactive or inconclusive. Some of the compounds tested; rates above refer to the full screens.

SMILES	Lamin A splicing	Luc counter	IMPase Li inh	CBFb-RUNX1 inh	Epigenetic derep	NPSR antagonist	aGal spleen mod
CCN(CC)C(=O)COc1ccc(Br)cc1Cl	-3.9%	-0.9%	24.3%[38.3 µM]	10.8%	0.0%	4.4%[46.1 µM]	-8.1%
O=C(Cn1cnc2c(cnn2-c2ccccc2)c1=O)NCc1ccccc1	?	-4.4%	-17.9%[38.3 µM]	10.9%	2.7%	-11.4%[46.1 µM]	5.7%
O=S1(=O)C=C(Sc2nc3cc(Cl)ccc3o2)c2ccccc21	?	nt	nt	-6.5%	-1.0%	?	-9.7%
Cc1ccc(-c2nc3ccccc3c(=O)n2Cc2ccccc2)cc1	?	-1.2%	9.1%	9.1%	0.0%	-11.8%	0.4%
COCC(C)NC(=O)c1cc(-c2ccc(O)cc2)on1 (stereo not given)	-0.4%	-7.0%	-2.2%[38.3 µM]	1.2%	1.0%	-1.3%[46.1 µM]	4.6%
CNc1oc(Cc2ccccc2)nc1S(=O)(=O)c1ccc(Cl)cc1	?	3.7%	-2.3%[38.3 µM]	?	0.0%	-8.8%[46.1 µM]	-4.9%
CCOC(=O)c1sc(=NC(=O)c2ccccc2)n(C)c1C	nt	-6.6%	-6.5%	6.1%	3.9%	?	0.6%
C(=C\c1nc(-c2ccncc2)no1)/c1ccccc1	9.3%[46 µM]	1.2%	3.3%	6.0%	-1.1%	-8.6%	-5.2%
COc1ccc(N(CC(=O)NCc2ccco2)S(=O)(=O)c2c(C)nn(C)c2C)cc1	3.2%	-0.7%	13.8%[38.3 µM]	-1.0%	2.7%	4.1%[46.1 µM]	0.6%
Cc1ccccc1N(C(=O)c1csnn1)C(C(=O)NC(C)(C)C)c1ccncc1 (stereo not given)	?	6.2%	9.5%	1.3%	-1.7%	-19.3%	12.7%
CCOc1ccc(Cl)cc1S(=O)(=O)n1nnc2ccccc21	16.7%	1.8%	40.2%[38.3 µM]	4.9%	2.0%	5.4%[46.1 µM]	9.4%
CC(=O)[C@H]1CC[C@H]2[C@@H]3C=CC4=CC(=O)CC[C@@]4(C)[C@H]3CC[C@]12C	?	-4.2%[17.1 µM]	9.0%	0.8%[21.7 µM]	-0.4%[16.9 µM]	nt	-4.6%[29.1 µM]
Cc1cc(C)n(C(=O)CNC(=O)/C=C/c2ccccc2)n1	22.5%[46 µM]	-2.7%	10.7%	0.2%	-5.8%	-9.2%	5.0%
CCC(C)c1c(O)nc(SCC(=O)c2ccccc2)[nH]c1=O (stereo not given)	?	-0.6%	-9.2%[38.3 µM]	2.5%	9.7%	-4.4%[46.1 µM]	-2.8%
CC1(C)Cc2c(c(=S)nc(-c3ccccc3)n2CCN2CCOCC2)CO1	0.3%	1.2%	27.7%[38.3 µM]	7.4%	-1.1%	-12.7%[46.1 µM]	-0.1%
COCC(C)n1c(COc2ccccc2F)nnc1SCC(=O)c1c(N)n(C)c(=O)n(C)c1=O (stereo not given)	8.6%[46 µM]	-0.2%	0.3%	13.8%	-1.5%	-1.8%	1.1%
CCCCCCS(=O)Cc1ccccc1 (stereo not given)	-4.8%	-2.1%	11.7%[38.3 µM]	-11.2%	-1.0%	-5.1%[46.1 µM]	4.6%
O=C(CCc1ccccc1)NCCSCc1c(F)cccc1Cl	-7.0%	4.8%	-2.9%	11.5%	-0.1%	-6.9%	-9.4%
CN(Cc1ccccc1)C(=C(Cl)Cl)C(=C1NCCN1)[N+](=O)[O-]	nt	-4.2%	-1.0%	-12.0%	3.4%	18.4%	-1.2%
O=c1cc(CCl)[nH]c2nc3ccccc3n12	nt	nt	nt	-0.8%	-0.3%	-5.4%[7.67 µM]	27.4%
O=c1[nH]c(NCc2ccco2)nnc1Cc1ccccc1Cl	?	-6.8%	-9.6%[38.3 µM]	4.9%	3.4%	1.6%[46.1 µM]	-4.6%
C=C(C)c1cccc(C(C)(C)NC(=O)NC2CCCC2)c1	-6.2%	0.3%	-6.8%	0.3%	1.0%	-2.3%	-4.0%
Cn1cc(CN2CCC(C(O)c3cccs3)CC2)c(-c2cccc(Cl)c2)n1 (stereo not given)	nt	-1.4%	7.9%	-0.9%	0.8%	6.4%	14.0%
Cc1cc(OCCCCCNCCO)ccc1Cl	-2.2%	3.1%	8.3%	4.4%	-1.0%	10.2%	-19.1%
Cn1nnnc1SCc1ccc(C(=O)Nc2ccc(Br)cc2)cc1	8.8%	-4.7%	-2.5%[38.3 µM]	-3.9%	-0.4%	-9.1%[46.1 µM]	3.3%
CCn1c(=O)c2cc(S(=O)(=O)NCCOc3ccccc3)ccc2n(CC)c1=O	8.5%	2.2%	-0.2%[38.3 µM]	6.0%	-1.1%	-12.4%[46.1 µM]	-8.2%
O=C(CSC(=S)N1CCOCC1)c1ccccc1	-7.2%	?	4.7%	-2.8%	-0.9%	3.3%	12.4%
COc1ccc(C2SCCN2S(=O)(=O)c2ccc(NC(C)=O)cc2)cc1 (stereo not given)	?	0.4%	32.5%[38.3 µM]	0.3%	-8.4%	-8.7%[46.1 µM]	-2.0%
CCOC(=O)OCC1OC(C#CC(C)(C)C)C=CC1OC(=O)OCC (stereo not given)	nt	nt	nt	10.7%[13.1 µM]	0.0%[10.1 µM]	nt	-11.5%[17.5 µM]
C=CCN1N=C(/C=C/c2ccc(C)cc2)CCC1=O	29.1%[46 µM]	-2.7%	?	-7.8%	2.7%	-1.5%	0.2%
Cc1ccccc1N=C1NN=C(c2ccccc2F)CS1	?	-1.2%	5.0%	?	0.0%	-6.9%	-0.5%
O=C(O)c1cc2nc(C3CC3)cc(C(F)(F)F)n2n1	3.7%	2.3%	-2.1%[38.3 µM]	12.6%	1.0%	13.5%[46.1 µM]	-0.6%
CN1/C(=C\C(=O)c2cncc(Br)c2)C(C)(C)c2ccccc21	?	0.4%	11.7%	?	1.1%	-6.3%	1.5%
Cc1cc2nc3c(nc2cc1C)C1(C(=O)O)CCC3(C)C1(C)C (stereo not given)	4.7%	2.2%	12.4%[38.3 µM]	-1.9%	1.7%	-8.8%[46.1 µM]	-12.2%
COCCN(CCOC)Cc1c(C)[nH]c2c(C)c(C)ccc2c1=O	6.5%	-0.9%	0.3%[38.3 µM]	6.4%	-8.8%	0.3%[46.1 µM]	-8.3%
C=CCn1c(SCC(=O)c2c(N)n(C)c(=O)n(C)c2=O)nnc1-c1ccccc1F	nt	-1.2%	0.5%	6.7%	-1.4%	25.5%	4.4%
Cc1cc(C)cc(N(CC(=O)Nc2ccccc2C(=O)N2CCOCC2)S(C)(=O)=O)c1	-1.7%	-1.6%	0.4%	4.9%	-0.9%	2.7%	-5.9%
O=C(NC(=S)N1CCCCC1)C12CC3CC(CC(C3)C1)C2	-6.0%	-0.7%	34.0%[activator][38.3 µM]	0.8%	-0.8%	-14.2%[46.1 µM]	1.0%
COc1ccc(-c2nnc(SCC(=O)Nc3ncc(C)s3)n2-c2ccccc2)cc1OC	-15.5%	-3.9%	4.0%[38.3 µM]	5.2%	1.3%	-9.5%[46.1 µM]	2.6%
Cc1nn(S(=O)(=O)c2cccc([N+](=O)[O-])c2)c(C)c1Br	?	-0.7%	5.7%	-12.1%	-0.9%[10.1 µM]	-6.4%	1.9%
CCOC(=O)C1=C(C)N(CCO)C(=O)NC1c1cccc(O)c1 (stereo not given)	4.4%	0.4%	6.1%[38.3 µM]	1.1%	0.8%	-0.8%[46.1 µM]	-3.2%
COc1ccc(C2CC(=O)Oc3c(C(C)C)ccc(C)c32)cc1 (stereo not given)	nt	1.2%[39.9 µM]	14.3%	29.5%[89.1 µM]	-0.1%	nt	6.6%[119 µM]
Nc1c(NCc2ccccc2F)c(=O)[nH]c(=O)n1Cc1ccccc1	-4.6%	7.4%	-7.3%[38.3 µM]	1.3%	0.4%	-12.5%[46.1 µM]	18.1%
O=C(CCC(=O)N/N=C/c1c[nH]c2ccccc12)NCc1ccccc1	-8.1%	-2.9%	-0.7%	4.4%	-0.2%	2.5%	4.5%
c1ccc2c(Nc3ccc4c(c3)OCCO4)c3c(nc2c1)CCC3	-2.1%[46 µM]	-2.4%	13.9%	-9.8%	-1.3%	-13.3%	2.0%
CCOC(=O)c1ccc(NC(=O)C(=O)NCc2ccco2)cc1	-4.6%[46 µM]	-5.7%	-2.4%	2.9%	1.1%&0.0%	-3.7%	3.8%
Cc1ccc(CS(=O)(=O)CCC(=O)N2CCOCC2)cc1	8.2%	-0.5%	-12.0%[38.3 µM]	4.2%	-0.9%	-5.7%[46.1 µM]	1.9%
COc1ccc2[nH]cc(CCNC(=O)C3CCCNC3=O)c2c1 (stereo not given)	3.6%	-1.6%	-1.3%[38.3 µM]	1.4%	-2.7%	1.1%[46.1 µM]	6.2%
CCCn1c(CC)nc([N+](=O)[O-])c1S(=O)(=O)c1ccccc1	?	-4.0%	-2.4%[38.3 µM]	0.6%	-1.1%	?	6.7%
CCc1ccc(/C=C/C(=O)c2c(C)cc(C)[nH]c2=O)cc1	?	-3.3%	16.9%[38.3 µM]	4.7%	0.0%	?	0.8%
N[C@@H](Cc1cc(CP(=O)(O)O)cc(-c2ccccc2Cl)c1)C(=O)O	nt	1.0%	6.5%	-7.9%	8.2%	nt	-0.6%&-0.1%
CCOC(=O)C1CCCN(CC(=O)Nc2cc(C)cc(C)c2)C1 (stereo not given)	9.1%[9.22 µM]	-3.1%	-0.8%	-4.7%	0.0%	9.7%	3.6%
O=C(c1cn(-c2ccccc2)nc1-c1cccs1)N1CCN(c2ccccc2)CC1	?	-1.4%	18.7%[38.3 µM]	-16.8%	0.7%	-12.2%[46.1 µM]	5.2%
Cc1ccc(S(=O)(=O)C(C#N)c2nc3ccccc3nc2N2CCCC2)cc1 (stereo not given)	14.5%	-2.2%	1.6%[38.3 µM]	-5.2%	-0.9%	-1.2%[46.1 µM]	8.7%
Cc1cc(/C=C(\C#N)C(=O)N2CCOCC2)c(C)n1C1CCCC1	nt	nt	nt	-9.7%	2.4%	-1.3%	-14.8%
O=[N+]([O-])c1ccccc1O[C@@H]1O[C@H](CO)[C@H](O)[C@H](O)[C@H]1O	nt	nt	nt	1.2%	0.1%	3.7%	9.7%
